Screens deposited in PubChem BioAssay by The Scripps Research Institute Molecular Screening Center.
GPR151 ag = activators of human GPR151. PathHunter beta-arrestin GPR151 cells, luminescence. activation, % at 11.2 µM. 650,000 compounds, 1% hits. AID 1508602; in the data active means activation above about 4.9%;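 further: 0% = median of compound wells and 100% = cells with positive control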
Target sequence (Q8TDV0 whole entry, looked up): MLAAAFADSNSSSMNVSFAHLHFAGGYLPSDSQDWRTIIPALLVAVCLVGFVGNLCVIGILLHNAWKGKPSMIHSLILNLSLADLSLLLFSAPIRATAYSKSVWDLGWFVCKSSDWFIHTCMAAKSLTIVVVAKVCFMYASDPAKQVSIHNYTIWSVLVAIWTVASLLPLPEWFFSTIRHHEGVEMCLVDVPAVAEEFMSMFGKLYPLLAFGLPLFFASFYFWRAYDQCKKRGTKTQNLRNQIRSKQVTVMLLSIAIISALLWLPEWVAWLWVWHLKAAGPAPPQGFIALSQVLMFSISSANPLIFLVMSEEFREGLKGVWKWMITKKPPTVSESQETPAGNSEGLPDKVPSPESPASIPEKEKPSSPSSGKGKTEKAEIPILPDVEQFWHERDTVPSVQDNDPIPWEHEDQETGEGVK
MITF primary = inhibitors of human MITF. AlphaScreen MITF homodimerization, bead proximity signal. inhibition, % at 2.6 µM. 650,000 compounds, 0.91% hits; in the data active means inhibition above about 50%;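 further: 0% = vehicle wells with protein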
Target sequence (O75030 whole entry, looked up): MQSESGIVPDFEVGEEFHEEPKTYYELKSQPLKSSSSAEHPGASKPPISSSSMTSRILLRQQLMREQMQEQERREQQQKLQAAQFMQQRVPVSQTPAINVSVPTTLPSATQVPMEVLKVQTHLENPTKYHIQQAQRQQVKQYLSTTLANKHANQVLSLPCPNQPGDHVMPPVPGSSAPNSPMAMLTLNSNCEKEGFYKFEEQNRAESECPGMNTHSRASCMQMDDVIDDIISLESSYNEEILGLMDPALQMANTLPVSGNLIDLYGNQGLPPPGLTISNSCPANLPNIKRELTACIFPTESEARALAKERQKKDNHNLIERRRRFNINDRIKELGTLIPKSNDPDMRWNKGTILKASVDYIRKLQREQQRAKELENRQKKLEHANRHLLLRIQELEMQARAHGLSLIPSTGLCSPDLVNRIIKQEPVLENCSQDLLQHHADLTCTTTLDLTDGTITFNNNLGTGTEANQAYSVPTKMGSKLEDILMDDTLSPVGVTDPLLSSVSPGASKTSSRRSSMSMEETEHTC
TEAD-YAP block = TEAD-YAP interaction inhibition; HEK-TIYL cells, TEAD-Gal4/YAP UAS-luciferase luminescence; inhibition, % at 9.12 µM; 640,000 compounds, 1.4% hits; AID 1259422; in the data active means inhibition above about 32%;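 further: 0% = median of test compound wells and 100% = reference inhibitor wells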
FBW7 activator = human FBW7 E3 ligase activation, primary screen; AlphaScreen FBW7–phospho-cyclin E peptide binding, activator screen; normalized activity (activation), % at 26.1 µM; 650,000 compounds, 0.13% hits; AID 1259310; in the data active means normalized activity above about 1.9%;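 further: purified mutant Fbw7 with reduced substrate affinity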
Active calls of the source: *; . = no result given.

A first look:
Order of results: GPR151 ag, MITF primary, TEAD-YAP block, FBW7 activator
> CCC(C(=O)Nc1ccc(F)cc1F)c1ccccc1 (stereo unspecified)
    -0.8, 1, -1, 0.0
> COc1ccc(/C=C2\Oc3cc(OC(=O)C(C)C)ccc3C2=O)c(OC)c1
    -1.1, -13, -18, 0.1
> Clc1ccc(C2CC(c3cccc(Br)c3)Nc3nnnn32)cc1 (stereo unspecified)
    1.4, 4, 0, 0.0
> O=S1(=O)N=C(N2CCOCC2)c2ccccc21
    0.3, 13, -1, 0.1
> CN(C(=O)c1cccnc1)C1C=CS(=O)(=O)C1 (stereo unspecified)
    1.8, -6, 6, -0.2
> CC(=O)c1ccc(NC(=O)CSc2ccc3nnc(-c4ccc(F)cc4)n3n2)cc1
    -1.5, -3, 8, 0.0

Main list (from the top)
Order of results: GPR151 ag, MITF primary, TEAD-YAP block, FBW7 activator
> CCC(C(=O)Nc1ccc(F)cc1F)c1ccccc1 (stereo unspecified)
    -0.8, 1, -1, 0.0
> COc1ccc(/C=C2\Oc3cc(OC(=O)C(C)C)ccc3C2=O)c(OC)c1
    -1.1, -13, -18, 0.1
> Clc1ccc(C2CC(c3cccc(Br)c3)Nc3nnnn32)cc1 (stereo unspecified)
    1.4, 4, 0, 0.0
> O=S1(=O)N=C(N2CCOCC2)c2ccccc21
    0.3, 13, -1, 0.1
> CN(C(=O)c1cccnc1)C1C=CS(=O)(=O)C1 (stereo unspecified)
    1.8, -6, 6, -0.2
> CC(=O)c1ccc(NC(=O)CSc2ccc3nnc(-c4ccc(F)cc4)n3n2)cc1
    -1.5, -3, 8, 0.0
> C=CCNC(=O)NC(=S)c1ccccc1
    -0.2, 8, -4, -0.1
> COc1cc(C(=O)NNC(=O)c2cc(C)ccc2C)cc(OC)c1OC
    1.1, -5, -5, 0.1
> COc1cc(/C=c2\sc3ncnn3c2=O)ccc1OCCC(C)C
    -1.0, 7, 8, -0.1
> COC(=O)c1ccsc1NC(=O)c1ccccc1Cl
    1.4, 1, -6, 0.7
> O=C(CN1C(=O)C(c2ccccc2)Oc2cccnc21)NCCN1CCCCCC1 (stereo unspecified)
    0.3, -12, 8, 0.0
> CC(C)c1ccc(CN(C)C(=O)CN2C(=O)NC(C)(C)C2=O)cc1
    -0.4, 2, 7, -0.2
> COC(=O)C1=C(C)NC2=C(C(=O)CCC2)C1c1ccc(C)cc1 (stereo unspecified)
    -1.6, 8, 2, 0.0
> O=C1CCC(=O)N1c1ccc(S(=O)(=O)N2CCCC2)cc1
    0.6, -5, 6, 0.0
> O=C(NCc1ccc(F)cc1)C(=O)Nc1cccc(Cl)c1
    5.1*, -3, -6, 0.1
> Cc1cccc(C2NC(=O)c3c(sc(C)c3C)N2)c1O (stereo unspecified)
    -0.4, -14, -14, -0.1
> CCOC(=O)C1=C(C)N=c2s/c(=C\c3cccc([N+](=O)[O-])c3)c(=O)n2C1c1ccc(OC)cc1 (stereo unspecified)
    -0.3, 3, 2, -0.2
> Cc1ccccc1NC(=O)c1ccc(F)c(S(=O)(=O)N(C)C2CCCCC2)c1
    1.4, -6, -4, 0.0
> N#CC1=C(SCC(=O)Nc2ccccc2)NC(=O)CC1c1ccc(Cl)cc1 (stereo unspecified)
    1.9, 8, 12, 0.1
> O=C(Cn1nnc(-c2ccccc2Cl)n1)Nc1ccccc1Cl
    4.9*, 2, 9, -0.1
> Cc1oc(C(=O)NC2(c3ccc(F)cc3)CCCC2)cc1CN1CCOCC1
    0.5, 4, 7, -0.2
> CC(C)(C)C(=O)CSc1nc2ccccc2c(=O)n1CC1COc2ccccc2O1 (stereo unspecified)
    0.6, -8, -7, 0.0
> O=[N+]([O-])c1ccc(SC(F)(F)F)cc1
    0.0, 12, -5, 0.4
> CCc1ccccc1N(C)S(=O)(=O)c1ccc2[nH]cc(C(=O)NCCOC)c(=O)c2c1
    1.3, 2, 8, -0.1
> CCN(CC)C(=O)CSc1ccc(C(=O)O)cc1[N+](=O)[O-]
    0.0, 3, 5, 0.0
> COC(=O)C1=CN(Cc2ccc(OC)c(OC)c2)C=C(C(=O)OC)C1c1ccc(Br)cc1
    -2.4, 4, 3, 1.9*
> Cc1c(C(=O)Nc2ccc3c(c2)OCO3)sc2ncn(CC(=O)N3CCOCC3)c(=O)c12
    -0.7, 14, -7, 0.4
> O=C(Nc1ccccc1Cl)c1csc2c1CCCC2
    -0.4, 10, -27, 0.0
> O=C(NCCc1ccccc1)C1CC12CCN(C(=O)C1CC=CCC1)CC2 (stereo unspecified)
    -0.9, 10, -22, 0.0
> O=C(Nc1cccc(C(F)(F)F)c1)c1nn(-c2ccc(Cl)cc2)c(=O)c2ccccc12
    -0.8, -2, -2, -0.2
> NC(=O)c1sc2nc(-c3ccncc3)ccc2c1N
    -0.2, 0, -18, 0.0
> CC(C)(C)SCCNS(=O)(=O)c1cccc([N+](=O)[O-])c1
    -0.2, -11, 3, -0.1
> CC1=NN(c2ccccc2)C(=O)/C1=C(/c1ccccc1)N1CCOCC1
    0.7, -5, 40*, -0.1
> Oc1ccc(O)c(Cc2nc3ccccc3[nH]2)c1
    2.0, 15, 1, -0.1
> Cc1cccc(N(CC(=O)NC2CCCC2)C(=O)CCC(=O)Nc2nccs2)c1
    0.0, 16, 0, 0.0
> O=C(O)c1ccccc1C(=O)N1CCN(C(=O)c2ccccc2C(=O)O)CC1
    0.6, 3, -3, 0.1
> CCN(CC)S(=O)(=O)c1ccc(N2CCCC2)c(C(=O)OCC(N)=O)c1
    -1.8, 6, -7, -0.1
> O=C(Nc1ccc(N2CCOCC2)cc1)c1csc(-c2ccccc2)n1
    -1.0, -9, -18, 0.2
> CCN1C(C)=C(C)S/C1=C1\SC(=S)NC1=O
    0.3, 0, 0, -0.1
> Cc1ccc(C(=O)N2N=C(c3ccc(Br)cc3)CC2c2cn(-c3ccccc3)nc2-c2ccccc2)cc1 (stereo unspecified)
    1.1, 1, 1, -0.1
> Cn1c(=O)c2c(SCCO)nc(-c3cccc(F)c3)nc2n(C)c1=O
    4.7, -7, 2, 0.3
> CCOc1ccc(C(=O)CC2(O)C(=O)N(CC(N)=O)c3ccccc32)cc1 (stereo unspecified)
    -0.1, 9, -8, 0.0
> COc1ccc(C)cc1NC(=O)C(=S)NCc1ccco1
    -1.1, 8, 2, -0.1
> COc1ccc(CS(=O)(=O)n2cc(-c3ccccc3)c(N)n2)cc1
    -2.0, -6, -6, 0.0
> COc1ccccc1-n1c(SCC(=O)c2ccccc2)nc2ccccc2c1=O
    -2.0, 16, -12, 0.1
> CCc1nn2c(C)c(Cl)c(C)nc2c1-c1ccc(OC)cc1
    2.6, -11, -10, -0.1
> Cc1c(NC(=O)c2ccc(Cl)c(S(N)(=O)=O)c2)c(=O)n(-c2ccccc2)n1C
    0.8, 7, 13, 0.0
> O=C(NC1CC1)c1cc(S(=O)(=O)N2CCC3(CC2)OCCO3)ccc1SCc1ccccc1Br
    2.1, 3, -9, -0.2
> O=C(Nc1nc2c(s1)C(=O)CC(C(=O)N1CCOCC1)C2)c1ccccc1 (stereo unspecified)
    -0.7, -2, -5, 0.0
> O=C(CN1CCC2(CC1)NC(=O)N(Cc1ccccc1)C2=O)Nc1cccc(F)c1
    -0.5, 4, 9, -0.1

Other compounds
Order of results: GPR151 ag, MITF primary, TEAD-YAP block, FBW7 activator
> COCCNc1oc2c(c1-c1ccc(F)cc1)c(=O)oc1ccccc12
    -0.6, 15, -2, 0.4
> N#CC1=C(S)NC(=O)[C@H]([n+]2ccccc2)C1c1ccc(F)c(Br)c1 (stereo partly specified)
    -0.4, 17, 2, 0.2
> CC1CCCC(N2CCN(S(=O)(=O)c3ccccc3[N+](=O)[O-])CC2)C1 (stereo unspecified)
    -1.3, 19, -14, -0.1
> COc1ccc(N/C=C(\C#N)c2ccc(Cl)cc2)c(OC)c1
    -0.4, 3, 2, -0.1
> CCN(CC)c1nc(NCCc2ccc(O)cc2)nc(Nc2ccc3ncccc3c2)n1
    4.1, 1, -7, -0.1
> CCOC(=O)c1c(-c2ccccc2)csc1NC(=O)c1ccccc1[N+](=O)[O-]
    -0.5, 19, 12, 0.2
> O=C1N[C@@H](COCc2ccccc2)C(=O)N2CCN(Cc3cnn(-c4ccc(F)cc4)c3)C[C@H]12
    -1.7, -10, -9, 0.0
> O=C(Nc1ccc(S(=O)(=O)N2CCOCC2)cc1)c1cccc([N+](=O)[O-])c1
    0.7, -3, 3, 0.1
> Cc1nn(C(=O)c2cc3c(s2)CCCC3)c(C)c1Sc1ccc(Br)cc1
    -0.8, 8, 0, 0.0
> O=C(NCc1ccccc1C(F)(F)F)c1ccc(CN2CCOCC2)[nH]c1=O
    -0.7, -12, -3, 0.0
> COc1ccc(OC)c(CN2CCc3nnc(C4CCCO4)n3CC2)c1 (stereo unspecified)
    -0.4, 1, -2, 0.6
> COc1cccc(CNC(=O)c2csc(Nc3ccccc3)n2)c1
    -0.8, 6, 2, -0.2
> CCOC(=O)c1cc(-c2ccncc2)nc2c1c(C)nn2-c1ccccc1
    0.1, -10, -10, 0.0
> O=C(CN1CCC(c2ccccc2F)CC1)NCc1ccco1
    1.0, 26, -3, -0.1
> Cc1ccc(NC(=O)C(=O)NCc2ccccc2)cc1
    1.5, 6, -20, 0.0
> Nc1nnnn1/N=C\c1ccc(-c2ccc3c(c2)C(=O)OC3)o1
    -5.7, 50, -3, 0.1
> c1cnc(Nc2nc3ncnc(NCc4nc5ccccc5[nH]4)c3[nH]2)nc1
    0.6, -1, -3, -0.1
> O=C(O)c1cc(-c2ccccc2)n(-c2ccccc2C(=O)O)n1
    1.8, 8, 1, -0.1
> CCOC(=O)C1=C(C)N=c2s/c(=C\c3ccc(-c4ccc(Cl)c([N+](=O)[O-])c4)o3)c(=O)n2C1c1ccc(N(C)C)cc1 (stereo unspecified)
    0.0, -2, -5, -0.2
> CSc1ccccc1NC(=O)COC(=O)c1[nH]c(=O)[nH]c(=O)c1N
    -1.0, -3, 4, -1.2

Brought forward from above: 5 compounds, then new ones.
Order of results: GPR151 ag, MITF primary, TEAD-YAP block, FBW7 activator
> Nc1nnnn1/N=C\c1ccc(-c2ccc3c(c2)C(=O)OC3)o1
    -5.7, 50, -3, 0.1
> c1cnc(Nc2nc3ncnc(NCc4nc5ccccc5[nH]4)c3[nH]2)nc1
    0.6, -1, -3, -0.1
> O=C(O)c1cc(-c2ccccc2)n(-c2ccccc2C(=O)O)n1
    1.8, 8, 1, -0.1
> CCOC(=O)C1=C(C)N=c2s/c(=C\c3ccc(-c4ccc(Cl)c([N+](=O)[O-])c4)o3)c(=O)n2C1c1ccc(N(C)C)cc1 (stereo unspecified)
    0.0, -2, -5, -0.2
> CSc1ccccc1NC(=O)COC(=O)c1[nH]c(=O)[nH]c(=O)c1N
    -1.0, -3, 4, -1.2
> COc1ccc(OC)c(NS(=O)(=O)c2ccc(SC)cc2)c1
    1.1, 16, 52*, 0.2
> Cc1ccc2nc(C3CCN(C(=O)c4ccccc4)CC3)[nH]c2c1
    -0.8, -4, 3, -0.1
> Cc1ccc(C(=O)Nc2ccc(S(=O)(=O)N=C(N)N)cc2)cc1
    -0.3, 12, -2, 0.0
> Cc1ccc(F)cc1NC(=O)COc1ccc(Cl)cc1
    -1.8, -20, -12, 1.3
> CC(C)(C)n1nnnc1CN1C2CCC1CC(NC(=O)Nc1ccccc1)C2 (stereo unspecified)
    0.4, -12, 2, -0.1
> CC(=Nc1ccccc1N)C1=C(O)CC(C)(C)CC1=O
    -4.9, 10, -49, -0.1
> CCOc1ccccc1NC(=O)Cn1cnc2sc(C)c(-c3ccc(F)cc3)c2c1=O
    -0.9, 7, 4, 0.1
> COC(=O)C1=C(C(=O)OC)[C@@H]2N(C)c3ccccc3[C@@]23C[C@@H](C(=O)OC)N(C(=O)NCCBr)C3=N1
    -1.0, 1, ., 0.0
> C/C(=N\Nc1nc2ccccc2[nH]1)c1ccc2c(c1)OCO2
    -0.5, 19, -7, 0.0
> S=C(Nc1cccnc1)N1CCCCC1
    0.2, -2, 4, 0.0
> COc1ccc(OCc2nnc(SCC(N)=O)n2-c2cccc(OC)c2)cc1
    -1.1, 8, -3, 0.6
> Cc1sc2nc(SC/C=C/c3ccccc3)n(-c3ccccc3)c(=O)c2c1C
    1.1, -6, -6, 0.1
> Cc1nc(CSc2nc3c(sc(=S)n3-c3ccc(C)c(C)c3)c(=O)n2-c2ccccc2)cs1
    -0.2, 5, 9, 0.0
> Cc1cc(Br)c(Cl)cc1NC(=O)CCN1C(=O)C2C3C=CC(C3)C2C1=O (stereo unspecified)
    1.5, -11, -5, 0.1
> Cc1nonc1CN(C)C(=O)CC1C(=O)NCCN1Cc1ccc(-c2ccccc2)cc1 (stereo unspecified)
    -0.2, 9, 5, 0.0
> CCOc1ccc(C(=O)O/N=C(\N)c2cccnc2)cc1OCC
    -0.9, -5, -19, -0.2
> Cc1cc(-c2csc(NC(=O)Cc3ccccc3F)n2)c(C)n1C
    -2.0, -7, -9, -0.3
> CC(C)Cn1c(-c2ccc(S(=O)(=O)N3CCCC3)cc2)csc1=Nc1ccccc1
    0.1, 1, 9, -0.1
> CCCCC[C@H](O)/C=C/[C@H]1C(=O)C[C@H](O)[C@@H]1C/C=C\CCCCC(=O)NCCCCCNC(=O)CCCC[C@@H]1SC[C@@H]2NC(=O)N[C@@H]21
    -0.8, 124*, ., .
> Cc1ccc(N(CC(=O)Nc2ccc3ccccc3c2)S(C)(=O)=O)cc1Cl
    -0.9, -12, -2, 0.0
> Cc1ccc(-c2nnn(CC(=O)Nc3cccc(Cl)c3C)n2)c(-n2cnnn2)c1
    -0.4, 11, 3, -0.1
> CCOC(=O)COc1cc2c(C(=O)OC)c(C)oc2cc1Br
    1.4, 0, 8, 0.0
